Autophagy HCS: autophagy modulators in MEF cells, primary screen, imaging, high-content, MEF GFP-LC3 | calls only at 10 µM (by protocol) | AID 463193, 2010 | 190,000 tested, 0.98% active | MEF GFP-LC3 puncta imaging; test concentration mostly 10 µM;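 active means percentage of spot-positive cells more than 3 SD above its plate mean, without a fluorescence outlier flag or 80% toxicity; inconclusive means no clear call, values can overlap the other calls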;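 further: spot-positive cell cutoff set from DMSO-treated cells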
Insulin prom up: insulin promoter activators in MIN6 cells, imaging, high-content screening, mouse beta cells. z-score at 5 µM. AID 1625, 2009. MIN6 insulin promoter-GFP reporter; hits give high values. 190,000 tested, 0.3% active;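 active means z-score above 3 at 5 µM with at least 500 cells counted in the well; inconclusive means wells under 500 cells, flagged as cytotoxic or low count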
bCat nuc transl: modulators of beta-catenin nuclear translocation, primary screen, imaging, HeLa cells, immunofluorescence, high-content; AID 1665, 2009; nuclear translocation activity, % at 5 µM; 190,000 tested, 0.3% active;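 active means nuclear translocation activity above 50% at 5 µM, with a well cell count of 50 or more; inconclusive means wells under 50 cells across six images, flagged as toxic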;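 further: per-cell ratio of nuclear to cytoplasmic median beta-catenin stain intensity; plate controls were DMSO negative control for no effect and GSK-3 inhibitor IX positive control for full effect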
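Assay system: human HeLa cells, native beta-catenin; doses: 5 µM primary, 0.02–20 µM confirmation; incubation: compound treatment 24 h, 37°C, 5% CO2; technique: fluorescence imaging of beta-catenin antibody stain plus DAPI; measure: % activation, nuclear-to-cytoplasmic median beta-catenin signal ratio per cell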
Hep lipid drop: inhibitors of hepatocyte lipid droplet formation, primary screen, imaging, high-throughput imaging, BODIPY stain | AML12 mouse hepatocytes, oleate lipid droplets | inhibition, % at 6.5 µM | 240,000 tested, 0.4% active | AID 1656, 2009;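 active means lipid droplet intensity inhibited by at least 50%, with more than 500 cells counted; inconclusive means wells with under 300 cells, treated as cytotoxic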
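System: AML12 hepatocytes (mouse). Probe or stimulus: oleic acid at 100 µM to induce lipid droplet formation. Times: overnight treatment with compound plus oleate. Detection: Image-based BODIPY and DAPI two-channel analysis. Evaluation: percent inhibition of filter-corrected integrated lipid droplet intensity per well.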
West Nile virus CPE: West Nile virus antiviral activity, cell-based, CPE readout (AID 1621); 290,000 tested, 0.02% active; CPE inhibition, % at 10 µM; hits with a dose series show IC50 in µM; West Nile virus-infected cells, CPE inhibition; higher % means a stronger effect; in the data active means a potency from the dose series; inconclusive means CPE inhibition mostly from about 3.7% at the one dose, without a potency; inactive means the rest, 99 in 100 with CPE inhibition below about 2.2%; further: strong numbers were not always called active
T cell modulator: modulators of CD8 T cell-vesicle binding, primary screen, mouse 2C CD8+ T cells, flow cytometry | 2C CD8+ T cell-vesicle binding; hits give low values | calls only at 7 µM | 330,000 tested, 0.068% active;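 active means response, share of CD8 T cells binding vesicles, and their 90th percentile fluorescence all below set limits, cut at about 80% in these data, passing the limit was not always enough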
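incubation = binding step 1.5 h, 37 °C, antibody labelling 20 min, ice | test system = 2C mouse CD8+ T cells | read-out basis = percent CD8+ FL2 mean versus row control | controls = Peptide-free naked vesicles (low) and QL9 vesicles with 0.7% DMSO vehicle (high) | detection = flow cytometry of vesicle-bound cells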
MT stabilizer: microtubule stabilizers in HeLa cells, primary screen, imaging, high-content imaging | HeLa tubulin immunostaining HCS, 24 h; share of cells brighter than vehicle mean+2SD | % tubulin-high responders, % at 10 µM | 200,000 tested, 0.83% active | AID 2205, 2009;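 active means plate Z-score above 3 for both tubulin-high and condensed-nucleus cell shares, with cell loss under 80%, at 10 µM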;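 further: anti alpha tubulin signal scored within the nucleus-defined area of each cell; some results filed as inactive read as strong as hits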
WT yeast gro inh: growth inhibition of WT strain, primary screen, mitochondrial fusion inhibitor project, WT and mutant strains, chemical genetic; inhibition, % at 10 µM; 190,000 tested, 2.1% active; mitochondrial fusion phenotypic screen; AID 1362, 2008; in the data active means inhibition above about 58%; tested in S. cerevisiae
Myeloid diff 2: induction of myeloid progenitor differentiation, primary screen, cell-based, flow cytometry, MLPCN library. ER-HoxA9 myeloid progenitors, lysozyme-GFP differentiation. calls only at 10 µM. 360,000 tested, 1% active. AID 624256, 2012;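 active means normalized GFP-positive differentiation at or above the plate's own cutoff, the solvent-only control mean plus 3 SD; inconclusive means no clear call, values can overlap the other calls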;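 further: cells exposed to compound for four days before flow analysis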
WT yeast gro inh mutant strain: also measured in WT yeast gro inh; calls as there; inhibition, %; mitochondrial fusion phenotypic screen, mutant strain inhibition
Insulin prom up cell count: second read-out of Insulin prom up, no call of its own (marks repeat the call); cell count; measured here: cytotoxicity, nuclei count;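 total cells summed across four imaged fields per well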
Hep lipid drop cells 6.5 µM: further read-out of Hep lipid drop, marked with its call; cell count; measured here: cell count, cytotoxicity flag;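 cells counted across two imaged fields per well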
bCat nuc transl cell count 5 µM: recorded beside bCat nuc transl, whose call it bears; cell count; measured here: cell count, cytotoxicity flag
T cell modulator vesicle-bound %: further read-out of T cell modulator, marked with its call; double positive events, %; measured here: CD8+ vesicle-bound cell fraction;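 binding gate set so that unloaded-vesicle control wells show 10% double positive cells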
MT stabilizer Hoechst-high %: second read-out of MT stabilizer, no call of its own (marks repeat the call); % Hoechst-high responders; measured here: nuclear condensation Hoechst responders;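 share of cells brighter than vehicle mean plus two SD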
MT stabilizer cytotoxicity %: recorded beside MT stabilizer, whose call it bears; toxicity, %; measured here: cytotoxicity by cell density;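 0% = mean cell density of plate MIN control wells and 100% = no cells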
Autophagy HCS cell loss 18 h: second read-out of Autophagy HCS, no call of its own (marks repeat the call); toxicity, %; measured here: cell loss, nuclei count;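 cell loss after 18 h compound exposure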
Myeloid diff 2 GFP+ MAC1+ %: further read-out of Myeloid diff 2, marked with its call; GFP+ MAC1+ double positive, %; measured here: differentiation confirmed by MAC1 staining
Starred values were filed as active, the others as inactive; i = inactive; ? = inconclusive; / = not tested or not shown; + = active, no number.

SMILES	Autophagy HCS	Autophagy HCS cell loss 18 h	Insulin prom up	Insulin prom up cell count	bCat nuc transl	bCat nuc transl cell count 5 µM	Hep lipid drop	Hep lipid drop cells 6.5 µM	West Nile virus CPE	T cell modulator	T cell modulator vesicle-bound %	MT stabilizer	MT stabilizer Hoechst-high %	MT stabilizer cytotoxicity %	WT yeast gro inh	WT yeast gro inh mutant strain	Myeloid diff 2	Myeloid diff 2 GFP+ MAC1+ %
C=CCn1cc(CN2CCC(C(=O)Nc3ccc(Oc4cccnc4)cc3)CC2)c(C)n1	/	/	/	/	/	/	7	670	-0.2%	i	19	/	/	/	/	/	i	3.9
CN(C(=O)CSc1nnc(-c2cccc(F)c2)n1N)C1CCS(=O)(=O)C1 (stereo not drawn)	i	-4	0.52	1325	2.1	1067	-2	686	0.6%	i	42	4.7	1.3	9.1	-5	2	i	1.3
O=C1CCCN1c1ccc(S(=O)(=O)Nc2cccnc2)cc1	i	-8	-0.29	1244	-0.2	1089	12	694	1.1%	i	52	3.4	1.9	7.1	-8	-5	i	0.4
CC(/C=N/NC(=O)CNc1n[nH]c(=O)[nH]c1=O)c1ccccc1 (stereo not drawn)	/	/	0.27	1290	0.2	1360	-5	716	0.8%	i	29	/	/	/	/	/	i	0.4
Cc1c(C(=O)OCC(=O)N2c3ccccc3CC2C)oc2ccccc12 (stereo not drawn)	i	-1	/	/	-3.4	1243	-14	698	/	i	31	3.8	2.5	7.4	6	15	i	0.9
CCOc1ccccc1CNC(=O)CCCc1cn(C)c2ccccc12	+	0.8*	-0.99	1064	5.0	427	-127	740	/	i	50	2.4	1.1	9.3	25	-3	i	2.6
Cc1c(NC(=S)N/C(=N/S(=O)(=O)c2ccccc2)c2ccccc2)c(=O)n(-c2ccccc2)n1C	/	/	/	/	0.7	1309	-44	540	0.3%	i	47	/	/	/	/	/	i	0.0
CCCC1=NN(c2ccc([N+](=O)[O-])cc2)C(=O)/C1=C/N(C)C	i	-19	0.41	1318	-0.4	564	2	697	0.0%	i	30	4.2	3.5	13	-4	-4	i	0.6
Cc1noc(C)c1C(=O)N1CCN(CCc2ccccc2)CC1	i	4	0.27	1176	/	/	-27	749	/	i	11	2.3	2.2	20	0	10	i	1.6
CC(=O)Nc1ccc(NC(=O)c2ccccc2CC[N+](=O)[O-])cc1	i	-30	0.73	1631	-0.2	1389	/	/	0.1%	i	17	2.4	1.5	6.0	-3	8	i	0.9
COc1ccc(CC(=O)N2CCc3ccccc3C2)cc1	/	/	/	/	/	/	5	840	0.2%	i	32	/	/	/	/	/	i	0.4
Cc1cc(C)nc(NC(=O)c2ccc(Cl)cc2Cl)n1	i	13	0.71	1472	-0.8	1509	-24	735	0.1%	i	30	2.1	2.0	5.1	-5	-6	i	0.3
COc1ccc(CCNC(=O)CSc2ccc3nnc(CCNC(=O)c4ccc(C)cc4)n3n2)cc1OC	/	/	/	/	/	/	-1	627	0.0%	i	24	/	/	/	/	/	i	0.8
CCc1ccccc1NC(=O)c1cc(-c2cccc(O)c2)on1	/	/	-0.25	917	0.0	1219	/	/	0.0%	i	23	5.2	1.9	11	19	1	i	2.3
CC(C)c1nc(CN(C)C(=O)N[C@H](C(=O)N[C@@H](Cc2ccccc2)C[C@H](O)[C@H](Cc2ccccc2)NC(=O)OCc2cncs2)C(C)C)cs1	/	/	-1.6	1530	-4.6	1186	-2	723	2.1%	i	36	/	/	/	1	11	/	/
NC(=O)C1CCN(C(=O)c2ccc(Oc3ccccc3)cc2)CC1	i	95	-0.54	955	0.8	1043	3	817	-0.4%	i	18	4.0	1.6	3.2	13	13	i	8.8
O=C(O)C1CC=CCC1C(=O)Nc1cc(Cl)ccc1Cl (stereo not drawn)	i	-10	/	/	-0.7	1166	3	750	0.2%	i	23	4.6	1.8	6.4	-10	5	i	0.6
Cc1ccc(N2C(=O)C3C4C=CC(CC4)C3C2=O)cc1Br (stereo not drawn)	/	/	/	/	/	/	-6	797	-0.3%	i	68	/	/	/	/	/	i	0.9
CCN(CC)CCOC(=O)C1(c2ccccc2)CCOCC1	i	10	-0.36	1088	-7.8	969	/	/	0.2%	i	24	6.1	3.0	9.4	-9	-8	i	0.8
CN(C)c1cc[n+](Cc2c(Cl)cccc2Cl)cc1	i	26	/	/	2.0	1136	-122	579	3.3%	i	23	3.9	1.2	0.9	34	-3	+	1.7*
CC(=O)CCCC(NS(=O)(=O)CCC(Cl)(Cl)Cl)c1ccccc1 (stereo not drawn)	/	/	/	/	/	/	19	834	-0.8%	i	28	/	/	/	/	/	i	1.0
COc1ccc(Oc2cn[nH]c2-c2ccc(OC)cc2O)cc1	/	/	/	/	/	/	-11	836	-0.8%	i	24	/	/	/	/	/	i	0.6
C=CC[n+]1c(-c2ccccc2)csc1NC(C)(C)C	i	-2	-1.9	1329	0.6	1110	4	720	-0.3%	i	56	2.6	2.8	5.9	0	5	i	0.2
O=C(NC1CCCCC1)N1CCCC(CNS(=O)(=O)Cc2ccccc2)C1 (stereo not drawn)	i	-2	-0.19	1408	1.3	1010	1	724	-0.4%	i	3	1.0	2.1	3.1	11	3	i	0.2
CC(C)c1ccc(NC(=O)CSc2nc3ccsc3c(=O)n2CCC(=O)O)cc1	/	/	/	/	/	/	-12	677	0.0%	i	29	/	/	/	/	/	?	/
Cc1sc(NC(=O)c2sc3nc4c(C)cccc4cc3c2N)c(C#N)c1C	+	13*	/	/	/	/	/	/	-1.2%	i	53	7.4	3.2	2.7	15	0	+	4.5*
COCCn1c(SC2CCOC2=O)nc2ccccc2c1=O (stereo not drawn)	i	23	/	/	1.7	1014	-7	714	0.3%	i	45	3.7	1.1	1.7	2	7	i	0.2
CC(CC(F)(F)F)N1CCC(n2nccc2NC(=O)CCCc2ccccc2)CC1 (stereo not drawn)	/	/	/	/	/	/	-7	854	-0.7%	i	20	/	/	/	/	/	i	1.2
CC(C)(C)c1ccc(C(=O)N2CCN(CCNC(=O)C(=O)NCc3ccc(Cl)cc3)CC2)cc1	/	/	/	/	/	/	17	852	-0.6%	i	19	/	/	/	/	/	i	0.8
COC(=O)CSc1nnc(-c2ccc(S(=O)(=O)N3CCCCC3)cc2)o1	i	2	-0.64	819	-4.0	1170	12	777	0.1%	i	42	1.5	1.7	8.2	-28	-9	+	4.5*
CCOC(=O)C1CC(C)=C(C)CC1C(=O)O (stereo not drawn)	/	/	0.41	1019	-0.2	1327	13	789	0.1%	i	61	/	/	/	/	/	i	0.3
O=C(CCc1n[nH]c(=O)[nH]c1=O)N1CCCCC1	i	-5	1.4	1675	-0.3	1037	-6	674	0.4%	i	46	4.5	1.9	3.7	5	4	i	1.8
CC(C)Cn1cc(C(=O)NCc2cccs2)c2c3ccccc3n(C)c2c1=O	i	7	-1.1	1429	1.3	1425	/	/	0.8%	i	28	3.4	2.1	6.2	18	4	i	2.8
CN(C)S(=O)(=O)c1ccc(NC(=O)C2CCCN(C(=O)c3ccc(Cl)cc3)C2)cc1 (stereo not drawn)	i	-6	-0.26	1371	-2.9	494	7	627	-0.6%	i	56	1.8	2.7	4.8	0	-14	i	1.4
CCC1(CC)Nc2ccccc2C(=O)N1c1ccc(OC)cc1	/	/	-0.22	1206	-1.3	1256	15	795	-0.2%	i	40	/	/	/	/	/	i	0.6
O=C(CSc1nnc(CCCN2C(=O)c3cccc4cccc(c34)C2=O)n1-c1ccccc1)N1CCCCC1	i	17	-0.6	1398	-0.8	1163	-3	634	-0.8%	i	21	3.9	2.0	3.7	1	8	i	0.4
Cc1ccc(-n2nc(C)c(/C=N/n3c(C)n[nH]c3=S)c2Cl)cc1	i	1	-1.2	1008	5.5	855	-15	696	0.8%	i	13	7.9	0.8	12	8	-30	i	0.4
Cc1cccc(N2C(=O)CC(N(O)c3ccccc3)C2=O)c1 (stereo not drawn)	i	4	/	/	/	/	/	/	0.2%	i	36	3.6	1.7	14	19	-1	i	0.5
COCCn1c(SCC(=O)c2ccc3c(c2)OCCO3)nnc1-c1ccoc1C	i	-2	0.23	795	-7.0	1124	-18	716	-0.4%	i	25	1.5	1.1	1.4	-25	-1	i	0.3
C=CCS(=O)(=O)N1CCCC(Cc2ccccc2C)(C(=O)OCC)C1 (stereo not drawn)	/	/	/	/	/	/	-18	795	-1.3%	i	54	/	/	/	/	/	i	0.3
O=C(Nc1ccc(F)cc1F)c1cc(-c2ccco2)on1	i	-11	-0.26	1542	-3.1	951	/	/	-0.2%	i	6	1.7	1.6	7.8	4	0	i	6.7

Compound activity (PubChem BioAssay)
